Assay outcomes (PubChem BioAssay)
NadD inh: inhibitors of S. aureus NadD, primary screen, biochemical, colorimetric, uHTS | purified NadD enzyme, colorimetric absorbance read-out | inhibition, % at 20 µM | 0.78% of 360,000 active | Nicotinate-nucleotide adenylyltransferase NadD (Staphylococcus aureus N315); in the data active = inhibition above about 26%; note: some compounds past the cut are filed as inactive
SUMO1-SIM PPI: modulators of SUMO1 protein-protein interactions, primary screen, biochemical, uHTS; 0.33% of 360,000 active; Small ubiquitin-related modifier 1 (Homo sapiens), P63165; SUMO1 binding to a labelled peptide, TR-FRET, 1 h; inhibition, % at 20 µM; in the data active = inhibition above about 37%
Target sequence (P63165 whole entry, looked up): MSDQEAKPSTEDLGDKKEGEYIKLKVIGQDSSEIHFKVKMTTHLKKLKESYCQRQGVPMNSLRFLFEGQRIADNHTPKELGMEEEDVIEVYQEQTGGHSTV
TbMetRS inhib: T. brucei MetRS inhibitors, primary screen, biochemical, luminescence | purified T. brucei MetRS, ATP depletion, Kinase-Glo luminescence | inhibition, % at 11.9 µM | 0.4% of 360,000 active | AID 624268, 2012;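 active = inhibition above a per-plate cutoff of the control wells' mean inhibition plus 3 SD, cut at about 5.5% in these data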;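 note: 0% = DMSO wells median and 100% = median of wells with control inhibitor compound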
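technique = Kinase-Glo luminescence, ATP depletion format | system = purified MetRS (methionyl-tRNA synthetase) enzyme from Trypanosoma brucei | timing = 15 min preincubation, 2 h reaction, all 25 °C | evaluation = percent inhibition versus plate control medians | dosing = single dose, 11.9 µM final nominal, 0.9% final DMSO | also added = substrates ATP, L-methionine and bulk Escherichia coli tRNA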
Rpn11 inh: Rpn11 (PSMD14) deubiquitinase inhibitors, primary screen, biochemical, fluorescence polarization, uHTS | calls only at 20 µM | 0.59% of 360,000 active | human 26S proteasome, Ub4-pepOG fluorescence polarization; 20S core pre-blocked with epoxomicin | AID 588493, 2011 | 26S proteasome non-ATPase regulatory subunit 14 (Homo sapiens), O00487;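 active = inhibition at 20 µM, scaled to each plate's controls, above about 33%, limit read from the data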
Target sequence (O00487 whole entry, looked up): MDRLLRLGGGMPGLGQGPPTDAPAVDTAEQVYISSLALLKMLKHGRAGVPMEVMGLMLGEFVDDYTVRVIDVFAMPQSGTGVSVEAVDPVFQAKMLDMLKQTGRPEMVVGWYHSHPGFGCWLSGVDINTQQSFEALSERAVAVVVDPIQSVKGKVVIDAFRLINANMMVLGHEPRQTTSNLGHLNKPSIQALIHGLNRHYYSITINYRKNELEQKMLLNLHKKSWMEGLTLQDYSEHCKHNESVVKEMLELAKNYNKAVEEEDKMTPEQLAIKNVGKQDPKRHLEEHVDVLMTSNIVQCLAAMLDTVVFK
CSN inh: inhibitors of CSN-mediated cullin deneddylation, primary screen, biochemical, fluorescence polarization, uHTS; 0.38% of 360,000 active; Purified CSN, SCF-Nedd8-OG deneddylation; inhibition, % at 12.5 µM; COP9 signalosome complex subunit 5 (Homo sapiens), Q92905;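 active = pattern-corrected inhibition above about 35%, with an unprinted fluorescence ratio check between 0.5 and 1.5, limit read from the data, passing the limit was not always enough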;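 note: 0% = enzyme with substrate and 100% = substrate without enzyme; some results filed as inactive read as strong as hits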
Target sequence (Q92905 whole entry, looked up, one chain of several): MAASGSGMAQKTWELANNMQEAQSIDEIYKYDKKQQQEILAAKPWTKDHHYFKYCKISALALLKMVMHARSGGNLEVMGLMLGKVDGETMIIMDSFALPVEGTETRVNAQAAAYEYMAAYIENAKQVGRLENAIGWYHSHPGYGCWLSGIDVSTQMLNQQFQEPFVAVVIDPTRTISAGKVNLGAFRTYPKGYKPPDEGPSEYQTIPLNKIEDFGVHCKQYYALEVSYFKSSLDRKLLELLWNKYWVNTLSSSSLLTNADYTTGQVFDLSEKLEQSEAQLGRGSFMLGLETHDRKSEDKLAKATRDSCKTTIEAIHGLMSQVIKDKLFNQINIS
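Detection – fluorescence polarization · System – HEK293T-derived human Csn5 enzyme · Controls – substrate-only high control, full reaction low control · Timing – 90 min, room temperature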
STEP block: STEP phosphatase inhibitors, primary screen, biochemical, fluorescence intensity, uHTS. 0.25% of 360,000 active. Tyrosine-protein phosphatase non-receptor type 5 (Homo sapiens), P54829. AID 588621, 2011. recombinant STEP, OMFP fluorogenic substrate. inhibition, % at 20 µM;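 active = inhibition at 20 µM, scaled per plate between control wells, above about 37%, limit read from the data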;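 note: 0% = DMSO with enzyme and substrate and 100% = substrate only without enzyme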
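Material: STEP (striatal-enriched tyrosine phosphatase) enzyme, cell-free; Compound dosing: 20 µM single dose in 1% DMSO; Technique: fluorescence read at 480 nm ex / 540 nm em; Times: reaction 20 min, ambient temperature; Medium: 50 mM Bis-Tris pH 6.0 with 2.5 mM DTT and 0.005% Tween 20; Also added: OMFP at 25 µM.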
MsrA inh: bovine MsrA enzyme inhibitors, primary screen, biochemical, absorbance, HTS | inhibition, % at 15.5 µM | 0.75% of 360,000 active | purified bovine MsrA, absorbance read-out; in the data active = inhibition above about 4.5%;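 note: 0% = vehicle wells with enzyme and 100% = reference inhibitor wells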
LMPTP inh: LMPTP phosphatase inhibitors, primary screen, biochemical, fluorescence intensity, uHTS. Low molecular weight phosphotyrosine protein phosphatase (Homo sapiens), P24666. recombinant LMPTP-A, OMFP fluorogenic substrate. inhibition, % at 20 µM. 0.22% of 360,000 active. AID 651560, 2012;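 active = compounds that cut the enzyme signal by at least half of the control window in the single-dose screen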;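 note: plate controls were DMSO wells with enzyme plus substrate for no effect and substrate without enzyme for full effect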
Target sequence (P24666 whole entry, looked up): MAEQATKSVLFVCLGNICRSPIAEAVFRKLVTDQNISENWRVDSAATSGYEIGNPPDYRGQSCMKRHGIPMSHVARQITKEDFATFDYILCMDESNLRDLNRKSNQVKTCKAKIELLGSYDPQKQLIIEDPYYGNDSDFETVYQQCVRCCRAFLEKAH
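Buffer or medium: Bis-Tris pH 6.0, DTT, detergent; Assay system: LMPTP-A enzyme; Quantity: 0.625 nM enzyme; Detection: endpoint fluorescence intensity; Times: 50 min dark incubation at room temperature; Controls: substrate-only low control, DMSO enzyme-plus-substrate high control; Doses: single 20 µM dose; Read-out: percent inhibition versus substrate-only and uninhibited controls; Reagent: 400 µM OMFP.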
Scp1 inh: Scp-1 phosphatase inhibitors, primary screen, biochemical, colorimetric, uHTS. inhibition, % at 20 µM. AID 493091, 2011. Recombinant Scp1, phosphopeptide, malachite green phosphate absorbance. 0.88% of 340,000 active;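 active = inhibition above about 50% at 20 µM, limit read from the data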;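 note: plate controls were DMSO wells with enzyme for no effect and wells lacking enzyme for full effect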
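Test system – truncated SCP-1 phosphatase (76-261aa) · Reagent – Phosphorylated 17-residue peptide substrate · Incubation – 45 min room-temperature reaction, 5 min colour, 30 min stabiliser · Detection – colorimetric phosphate reagent with accelerator and stabiliser, absorbance at 630 nm · Measure – % inhibition at 20 µM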
DNMT1 inh: human DNMT1 methyltransferase inhibitors, primary screen, biochemical, molecular beacon, fluorescence, HinP1I cleavage, uHTS; AID 588458, 2011; DNA (cytosine-5)-methyltransferase 1 (Homo sapiens), P26358; inhibition (reported as % activation of signal), % at 10 µM; 0.83% of 360,000 active; in the data active = inhibition above about 50%
The depositor's hits bear a star; i = inactive; . = not tested or not shown.

SMILES	NadD inh	SUMO1-SIM PPI	TbMetRS inhib	Rpn11 inh	CSN inh	STEP block	MsrA inh	LMPTP inh	Scp1 inh	DNMT1 inh
CC(Oc1ccc(Cl)cc1Cl)c1nc(-c2ccc(NC(=O)c3cccnc3)cc2)no1 (centres undefined)	-1.9	2.2	-1.1	i	2.7	-1.8	-0.2	3.9	-1.8	-18.3
COc1ccc2nc(N3C(=O)C(O)=C(C(=O)c4ccco4)C3c3ccc(C)o3)sc2c1 (centres undefined)	17.5	-4.9	-0.9	i	9.7	5.2	2.0	10.4	-5.8	5.0
C=CCn1c(=O)[nH]c2cc(C(=O)N3CCN(c4cccc(Cl)c4)CC3)ccc2c1=O	13.7	4.6	0.0	i	-3.1	4.7	-0.2	2.4	45.4	6.0
COc1ccc(C(=O)N2CCN(CCCc3ccccc3)CC2)cc1OC	-2.3	-1.7	-0.9	i	-0.5	0.8	-0.8	-2.2	-21.8	0.6
CC(C)Oc1ccc(S(=O)(=O)N2CCCCC2)cc1NC(=O)CN1C(=O)NC(C)(C2CC2)C1=O (centres undefined)	4.8	1.0	-0.1	i	-3.0	1.7	0.9	-1.1	-5.2	1.4
CNS(=O)(=O)c1cccc(C(=O)OCC(=O)c2cc(C)n(-c3ccc4c(c3)OCO4)c2C)c1	4.4	1.0	-0.4	i	-0.3	1.0	1.9	3.3	-14.8	-12.0
Cc1c(NC(=O)C(C)OC(=O)c2cccc([N+](=O)[O-])c2)c(=O)n(-c2ccccc2)n1C (centres undefined)	-5.1	-17.3	-0.4	i	-5.7	0.9	0.6	-0.8	-3.2	-0.3
O=C(CCC(=O)Nc1ccc(F)cc1)N/N=C/c1ccccc1O	1.4	1.0	0.1	i	0.5	-2.6	-0.3	-1.5	-5.0	0.7
CN1CCN(c2ccccc2NC(=O)c2cc3c(s2)-c2ccccc2OC3)CC1	-7.8	-11.8	0.6	i	4.3	-0.9	0.0	-1.6	6.0	-4.2
O=C(OCC1OC(n2ccc(=O)[nH]c2=O)C2OC12)c1ccccc1 (centres undefined)	-4.7	-3.2	-0.5	i	-0.1	0.5	0.6	-2.9	-15.3	1.2
Cn1nnc2cc(C(=O)N3CCN(c4ccccc4)CC3)ccc21	-2.3	-1.2	-0.4	i	1.1	1.6	-1.2	0.6	-2.3	-0.6
CCOc1cc2[nH]c(=S)n(CC3CCCO3)c(=O)c2cc1OCC (centres undefined)	1.1	3.7	-0.2	i	1.4	-0.4	0.8	0.6	-7.0	-1.8
Cn1c(Cn2c(=O)sc3ccccc32)nnc1SCC(=O)NC1CCCCC1	1.6	9.3	2.4	i	-4.9	-4.9	.	-1.7	7.1	7.5
CC(C(=O)NC1CCCC1)N1CCN(Cc2ccccc2)CC1 (centres undefined)	5.1	-0.7	-0.7	i	5.4	0.3	0.4	-7.0	-5.5	-0.9
CCN(Cc1ccccc1)S(=O)(=O)c1ccc(C(=O)N2CCN(c3nc4ccccc4s3)CC2)cc1	10.6	4.5	0.1	i	4.6	5.5	0.1	5.8	5.4	-4.0

Individual results from the entries so far:
SUMO1-SIM PPI with C=CCn1c(=O)[nH]c2cc(C(=O)N3CCN(c4cccc(Cl)c4)CC3)ccc2c1=O → 4.6
CSN inh with CC(Oc1ccc(Cl)cc1Cl)c1nc(-c2ccc(NC(=O)c3cccnc3)cc2)no1 (centres undefined) → 2.7
TbMetRS inhib with CC(C)Oc1ccc(S(=O)(=O)N2CCCCC2)cc1NC(=O)CN1C(=O)NC(C)(C2CC2)C1=O (centres undefined) → -0.1
DNMT1 inh with O=C(OCC1OC(n2ccc(=O)[nH]c2=O)C2OC12)c1ccccc1 (centres undefined) → 1.2
LMPTP inh with COc1ccc2nc(N3C(=O)C(O)=C(C(=O)c4ccco4)C3c3ccc(C)o3)sc2c1 (centres undefined) → 10.4
NadD inh with CCN(Cc1ccccc1)S(=O)(=O)c1ccc(C(=O)N2CCN(c3nc4ccccc4s3)CC2)cc1 → 10.6

(cont.)
SMILES	NadD inh	SUMO1-SIM PPI	TbMetRS inhib	Rpn11 inh	CSN inh	STEP block	MsrA inh	LMPTP inh	Scp1 inh	DNMT1 inh
COc1ccc(CCNC(=S)N2CCN(S(=O)(=O)c3ccccc3)CC2)cc1	-7.9	6.8	-0.6	i	-4.2	4.3	-0.5	2.2	-13.3	-1.8
c1ccc(CNC2=NCCC2)nc1	2.4	-1.6	-0.4	i	3.4	0.0	-0.1	-2.2	-3.6	-2.4
CN(C)S(=O)(=O)c1ccc(NC(=O)COc2ncnc3c2cnn3-c2ccccc2)cc1	-4.4	4.7	-1.0	i	-8.3	-3.6	-0.9	-0.8	-8.0	3.0
Cc1cc(C(=O)OCC(=O)N2C(C)CCCC2C)c2ccccc2n1 (centres undefined)	1.2	-25.4	-0.4	i	-1.7	3.2	0.8	0.5	13.2	3.5
O=[N+]([O-])c1cc(Cl)ccc1N1CCN(c2cccc(C(F)(F)F)c2)CC1	0.0	-3.9	-0.3	i	2.0	2.7	0.0	2.8	-1.7	7.4
COc1ccc(S(=O)(=O)N2CCN3CCCC3C2)cc1 (centres undefined)	6.4	0.2	-0.5	i	-4.6	2.2	1.7	0.2	-5.0	-1.7
COC(=O)c1c(NC(=O)CSc2nnnn2-c2ccccc2)sc2c1CCC(C(C)(C)C)C2 (centres undefined)	14.1	2.5	-0.3	i	2.6	4.4	1.0	-2.1	-14.2	1.3
CCC(=O)c1ccc(OCC(=O)OCC(=O)N2CCN(c3ccc(OC)cc3)CC2)cc1	-4.6	-2.2	-0.3	i	4.1	-0.4	0.4	-1.2	1.6	-0.3
CN(c1ccccc1)c1nc(N2CCCC2)nc(-n2ccnc2)n1	10.3	-0.9	-0.3	i	4.4	2.6	3.3	2.0	-2.2	-1.9
COc1ccc(NC(=O)CCOc2ccccc2C)cc1S(=O)(=O)N1CCCCC1	-7.2	0.4	0.1	i	-0.8	3.0	-0.1	1.6	-6.9	-1.6
CCCC(=O)Nc1cccc(-c2cn3cccnc3n2)c1	-0.6	-4.7	-0.6	i	-1.8	2.0	0.4	-0.1	-2.1	2.6
CC(C(=O)N1c2ccccc2Sc2ccccc21)n1nnc(-c2cccs2)n1 (centres undefined)	-4.9	-0.6	-0.5	i	0.1	3.5	1.9	3.8	-15.3	-2.2
COc1ccc(C(=O)c2[nH]c(N)c(C(=O)NCCc3c[nH]c4ccccc34)c2-c2ccccc2Br)cc1	12.2	0.5	-1.1	.	-3.3	.	0.4	2.7	.	.
COc1ccc(NC(=O)C2=C(C)C(=O)OC23CCC(C)CC3)cc1Cl (centres undefined)	1.4	-0.6	-0.4	i	1.8	0.8	0.6	0.7	-2.2	-1.0
CCOc1cc(-c2cc(-c3ccc(C)o3)nc(N)c2C#N)ccc1O	2.9	-6.8	-0.6	i	2.8	-1.4	0.7	2.3	-15.4	-23.5

Shown with the structure last: part of the list above
NadD inh	SUMO1-SIM PPI	TbMetRS inhib	Rpn11 inh	CSN inh	STEP block	MsrA inh	LMPTP inh	Scp1 inh	DNMT1 inh	SMILES
2.4	-1.6	-0.4	i	3.4	0.0	-0.1	-2.2	-3.6	-2.4	c1ccc(CNC2=NCCC2)nc1
0.0	-3.9	-0.3	i	2.0	2.7	0.0	2.8	-1.7	7.4	O=[N+]([O-])c1cc(Cl)ccc1N1CCN(c2cccc(C(F)(F)F)c2)CC1

Next part
SMILES	NadD inh	SUMO1-SIM PPI	TbMetRS inhib	Rpn11 inh	CSN inh	STEP block	MsrA inh	LMPTP inh	Scp1 inh	DNMT1 inh
CC(NC(=O)[C@H](C)N1C(=O)N2CCc3c([nH]c4ccccc34)[C@@]2(C)C1=O)c1ccccc1 (some centres undefined)	-3.9	3.2	0.4	i	-7.5	4.4	-0.4	0.3	-1.3	-4.0
Fc1cc(F)c2nc(Nc3nc4cc5c(cc4s3)OCO5)sc2c1	27.5	83.5*	-0.9	i	9.6	0.6	-0.5	11.4	0.9	71.6*
O=C(NC1CCCCCC1)c1c(O)nc2sccn2c1=O	1.0	7.5	-0.6	i	-5.7	0.0	-0.9	2.6	-5.7	-0.9
CNC(=S)Nc1cccc2[nH]ncc12	3.0	0.0	-0.4	i	0.9	-1.6	1.6	-1.6	-11.2	-1.0
N#CC1(NC(=O)Cn2ncc(Cl)c(Cl)c2=O)CCCCC1	-0.9	1.0	-0.4	i	-2.2	-0.8	1.3	-2.6	-2.8	-2.8
COC(=O)COc1ccc(S(=O)(=O)N2CCc3ccccc3C2)cc1C	-9.6	-3.0	-0.9	i	2.1	-0.1	0.6	2.3	-14.9	-2.8
COc1ccc(N2CC(C(=O)NC3CC(C)(C)NC(C)(C)C3)CC2=O)cc1 (centres undefined)	1.3	-1.4	-0.2	i	-3.1	0.6	0.5	-0.2	-6.9	0.7
Nc1ccc(-c2cc3ccccc3c(=O)o2)cc1	-2.5	-24.8	-0.3	i	0.9	0.7	3.1	0.5	-2.7	1.4
CCOc1ccc(C(=O)Nc2cc(OC)ccc2OC)cc1	-3.0	17.1	-1.1	i	-1.8	-9.5	0.2	-0.8	-0.1	-10.5
CCCN1C(=O)/C(=C/c2ccncc2)SC1=S	-0.4	-22.9	-0.5	i	-6.5	-0.4	0.1	-1.1	-2.7	12.0
O=C(CCCCCBr)N1CCC(CC2CC(c3cccc(Br)c3)=NO2)(C(=O)NCC2CCCCC2)CC1 (centres undefined)	-10.4	-3.9	0.2	i	2.7	0.4	-0.5	-0.2	-8.6	-1.2

Rewritten with values ahead of the structure: 2 of the compounds above
NadD inh,SUMO1-SIM PPI,TbMetRS inhib,Rpn11 inh,CSN inh,STEP block,MsrA inh,LMPTP inh,Scp1 inh,DNMT1 inh,SMILES
1.3,-1.4,-0.2,i,-3.1,0.6,0.5,-0.2,-6.9,0.7,COc1ccc(N2CC(C(=O)NC3CC(C)(C)NC(C)(C)C3)CC2=O)cc1 (centres undefined)
3.0,0.0,-0.4,i,0.9,-1.6,1.6,-1.6,-11.2,-1.0,CNC(=S)Nc1cccc2[nH]ncc12
